# HTR1E agonist = 5-HT1E (human) receptor agonism. CHO 5-HT1E Ga15 NFAT-bla reporter, FRET; 0% DMSO wells, 100% control agonist wells. activation, % at 6 µM. hit rate 0.69% among 65,000;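 active means activation above a set limit, the screen-wide mean activation plus 3 SD, cut at about 8.5% in these data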;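 further: 100% = positive control agonist at 1 µM giving full maximal response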
# Target sequence (P28566 whole entry, looked up): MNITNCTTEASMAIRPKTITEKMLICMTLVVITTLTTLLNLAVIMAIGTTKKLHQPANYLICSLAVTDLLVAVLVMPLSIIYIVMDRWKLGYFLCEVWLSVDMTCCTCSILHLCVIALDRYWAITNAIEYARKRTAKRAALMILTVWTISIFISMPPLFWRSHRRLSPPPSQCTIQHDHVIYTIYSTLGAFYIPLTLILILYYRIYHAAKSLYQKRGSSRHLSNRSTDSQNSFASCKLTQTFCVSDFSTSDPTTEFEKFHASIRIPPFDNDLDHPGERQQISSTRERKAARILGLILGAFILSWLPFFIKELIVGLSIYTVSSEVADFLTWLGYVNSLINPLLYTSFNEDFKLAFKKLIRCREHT
# 5-HT1A blocker = 5-HT1a (human) receptor antagonism | P08908 | hit rate 0.68% among 62,000 | AID 612 | inhibition, % at 10 µM | CHO 5-HT1a Ga15 NFAT-bla reporter, antagonist mode;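 active means inhibition above the mean of all tested compounds plus 3 SD, cut at about 43% in these data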;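 further: receptor stimulated by 5-CT agonist at 100 nM near EC80; beta-lactamase reporter measured by ratiometric fluorescence of a cleavable substrate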
# Target sequence (P08908 whole entry, looked up): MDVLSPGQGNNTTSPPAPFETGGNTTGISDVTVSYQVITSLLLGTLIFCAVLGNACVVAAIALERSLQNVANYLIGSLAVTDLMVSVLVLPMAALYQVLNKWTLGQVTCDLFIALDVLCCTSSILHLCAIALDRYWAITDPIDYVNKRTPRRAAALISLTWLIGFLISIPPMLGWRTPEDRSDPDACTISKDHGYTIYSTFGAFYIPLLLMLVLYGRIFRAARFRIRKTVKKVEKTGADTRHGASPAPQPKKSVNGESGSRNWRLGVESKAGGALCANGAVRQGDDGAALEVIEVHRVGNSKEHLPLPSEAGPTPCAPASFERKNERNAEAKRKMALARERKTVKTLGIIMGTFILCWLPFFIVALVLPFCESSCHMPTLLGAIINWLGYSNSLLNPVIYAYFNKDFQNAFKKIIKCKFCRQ
# Her2 expr inh = Her2 kinase expression inhibition; SKBR-3 HER2 protein level, AlphaScreen, 18-24 h; hits give low values; hit rate 0.69% among 65,000; AID 645; HER2 level % of control, % at 10 µM; P04626;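 active means HER2 level under 5% of the carrier-only control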;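 further: 100% = DMSO carrier and 0% = 500 nM PU-H71 HSP90 inhibitor; lower value means stronger loss of Her2 protein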
# S1P1 ag-PAM = S1P1 (human) agonism or agonism potentiation. P21453. S1P1 CRE-bla cells, forskolin, beta-lactamase FRET, potentiator mode; S1P1 agonist co-added at EC20, 2 nM; 100% = saturating reference agonist, 0% = basal. activation, % at 9.5 µM. hit rate 0.57% among 56,000. AID 449;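 active means activation above a cutoff set at the mean activation of all tested compounds plus 3 SD, cut at about 54% in these data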;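 further: forskolin at 4 µM as EC80 and the EC20 agonist is SEW2871; 100% = SEW2871 at its EC100 plus forskolin at EC80; some compounds past the cut are filed as inactive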
# S1P3 agonist = S1P3 (human) receptor agonism. hit rate 0.1% among 60,000. AID 373. S1P3 NFAT-BLA reporter cells, FRET ratio; relative to 1 µM S1P, basal subtracted. activation, % at 4.5 µM. Q99500;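 active means activation above the screen-wide mean plus 3 SD, cut at about 4.5% in these data, passing the limit was not always enough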; further: some compounds called inactive have numbers as strong as hits
#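 Material: Human S1P3 NFAT-BLA reporter CHO cells | Incubation: Overnight plating, 4 h compound 37 °C, 2 h substrate RT | Signal: FRET β-lactamase substrate fluorescence, excitation 405 nm, 460/535 nm emission ratio, background-subtracted | Compound: 4.5 µM final, single dose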
# A340 absorber = compound absorbs light at 340 nm; compound absorbance at 340 nm, fold over control; fold change at 10 µM; 65,000 tested, under 10 active; AID 708;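 active means at 10 µM dose, initial 340 nm absorbance at least 2 fold that of control wells; inactive means change under 2 fold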;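 further: initial absorbance extrapolated from kinetic A340 decline of NADH oxidation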
# MMP13 inh = blocks human MMP13 activity; P45452; MMP-13 fTHP FRET cleavage, Mca fluorescence; inhibition, % at 4 µM; hit rate 0.07% among 65,000;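 active means inhibition above the mean of compound-free control plate wells plus 3 SD, cut at about 14% in these data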;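 further: 0% = DMSO wells and 100% = wells with reference MMP-13 inhibitor after basal subtraction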
# Autofluor 339 = intrinsic fluorescence of library compounds, ex339/em460 – biochemical, MLSMR library, data from DPM-DC assay, artefact control, profiling panel; compound autofluorescence, ex339/em460 nm, NADH buffer; hits give high values; 1 = no-compound wells, NADH background; fluorescence fold increase at 10 µM; hit rate 5.5% among 65,000;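 active means at 10 µM, mean starting fluorescence two-fold or more over control wells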;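 further: signal is the first read of a kinetic run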
# 5HT1E antag = 5-HT1E (human) receptor antagonism. P28566. CHO 5-HT1E Ga15 NFAT-bla reporter, FRET, antagonist. inhibition, % at 6 µM. hit rate 0.99% among 65,000. AID 571;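 active means inhibition above a set limit, the mean inhibition across every tested compound plus 3 SD, cut at about 29% in these data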;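 further: signal is the 460 over 535 nm emission ratio of beta-lactamase substrate; 0% = agonist plus DMSO wells and 100% = wells without agonist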
# Numbers without * were called inactive; x = no result given; [ ] = remark or other dose. Rows were taken by chance (roughly 8.5% active in at least one column).
SMILES,HTR1E agonist,5-HT1A blocker,Her2 expr inh,S1P1 ag-PAM,S1P3 agonist,A340 absorber,MMP13 inh,Autofluor 339,5HT1E antag
Cn1c(Cc2cccs2)nnc1SCC(=O)N1CCc2ccccc21,0.5,-12,92,8,-0.5,0.98,0,1.1,-3
CC1CCN(c2oc(-c3cccc4ccccc34)nc2C#N)CC1,0.6,-8,90,-14,0.3,1,-30,3*,-3
Cc1ccc(Cn2c(NCCCn3ccnc3)nc3c2c(=O)n(C)c(=O)n3C)cc1,-0.4,-2,117,4,-0.7,0.99,-2,1.1,8
CCC(C)N(C(=O)COC(=O)c1cn(CC)c2nc(C)ccc2c1=O)C1CCS(=O)(=O)C1 (configuration not stated),-0.5,2,96,-12,-1.1,1.1,-6,1.1,14
Cc1cc(OCC(O)CN2CCN(C)CC2)ccc1C(C)C (configuration not stated),0.1,4,77,11,-1.3,1,0,1.1,1
Cc1nc(-c2ccc(C(=O)N3CCOCC3)cc2)cs1,0.7,-5,103,-2,0.5,1,3,1.1,-11
CCc1nnc(NC(=O)c2cccc(S(=O)(=O)N3CCN(c4ccccc4)CC3)c2)s1,-0.8,5,94,16,-0.1,1,-2,1.1,3
COc1ccc(CNC(=O)COC(=O)c2ccc3c(c2)OCCO3)cc1,0.1,19,109,-2,-0.3,1,4,1.1,0
Cc1cc(OCC(=O)NCCCN2CCOCC2)cc(C)c1Cl,0.3,0,101,-37,2.4,1,7,1.1,0
CCCCSc1nnc(CCCCCNC(=O)OC(C)(C)C)o1,0.8,-3,108,12,-1.2,1,2,1.1,-6
O=C(CCCOc1ccccc1)N1CCN(C(=O)c2ccco2)CC1,3.4,-1,91,3,-1.3,1,0,1.1,4
C=CCN1C(=O)CS/C1=C(\C#N)S(=O)(=O)c1ccc(C)cc1,-1.1,3,78,x,-0.8,1,4,1,-11
Cn1c2ccccc2c2c(C(=O)NCc3ccco3)cn(C3CCCCC3)c(=O)c21,-0.1,29,38,x,x,1.1,-25,2.1*,8
C=CCNC(=O)Nc1ccc(OCC)cc1,-0.3,-1,93,-23,-0.9,0.99,-5,1.1,-7
Clc1ccc(CCNc2ncnc3nc[nH]c23)cc1,0.2,6,91,85*,-1.6,1.1,0,1.1,-3
O=C(c1ccccc1)c1ccccc1C(=O)N1CCCC1,-0.1,0,76,-6,-0.4,1,3,1,-5
Cc1csc(NC(=O)CSc2nnc(Cc3cccn3C)n2-c2ccc(F)cc2)n1,1.1,-11,87,-34,0.0,1,0,1.1,-2
CCCCn1c(N)c(N(CCC(C)C)C(=O)CSc2nnc3ccccn23)c(=O)[nH]c1=O,0.3,4,82,1,-0.5,0.99,6,1.1,5
COc1ccccc1-c1c(C)nn2c(C)c(C(C)=O)cnc12,-0.5,16,112,-16,-1.2,1,9,0.98,2
COc1ccc(N(CC(=O)Nc2ccc3c(c2)OCCO3)S(=O)(=O)c2c(C)noc2C)cc1,0.5,4,68,-2,-0.4,0.98,1,1.1,-2
COc1cc2c(cc1OC)CN(C(=O)c1cc3ccccc3oc1=O)CC2,1.2,1,74,0,0.3,1,-5,1.1,-3
COC(=O)N1CC(=O)N(OC)C1c1ccc(Cl)cc1Cl (configuration not stated),-0.6,11,100,0,-1.5,1,0,1.1,1
O=C1C(=O)N(CCCn2ccnc2)C(c2ccccn2)/C1=C(/O)c1ccccc1 (configuration not stated),0.2,x,107,-3,-4.7,1,2,1.1,-6
CC1(C)OC(=O)C(=CNc2ccc(F)cc2)C(=O)O1,-0.5,-8,119,8,-0.5,1.2,-1,1,1
Cc1cc(C)nc(SCC(=O)Nc2ccc(N3CCOCC3)c(Cl)c2)n1,-1.1,6,53,x,-0.8,1.1,3,1.1,5
CCOC(=O)N1CCN(C(=O)COc2ccc(S(=O)(=O)Nc3ccc(OCC)cc3)cc2)CC1,-0.4,8,84,x,-2.0,1,4,1.1,0
COc1ccc(-c2ccc(-c3noc(-c4cccs4)n3)c(OC)n2)cc1,1.1,-19,93,-6,-0.3,1,-100[fluorescence artefact?],3*,-2
Cc1sc2c(c1C)CN(C1CC(C)(C)NC(C)(C)C1)CN2C(=O)c1ccco1,-0.8,-8,80,-2,-1.3,0.99,2,1.1,-4
Cc1cc2nc(C(F)(F)F)[nH]c(=O)n2n1,0.6,-8,113,-34,-0.4,0.99,1,1.1,-2
O=C(NCc1cccs1)c1cnn2cccnc12,0.8,-5,112,12,-0.7,1.1,-7,2.1*,0
COc1ccc(-c2nnc(SCC(=O)Nc3cc(C)on3)n2N)cc1OC,0.2,-1,108,-26,-0.5,1,2,1.1,2
O=C1CC(c2cccs2)c2cc3c(cc2N1)OCCO3 (configuration not stated),0.1,2,86,7,0.1,1,-2,1.1,-7
CC1=C(C(=O)N2CCOCC2)C(c2ccccc2F)C2=C(CC(C)(C)CC2=O)N1 (configuration not stated),-0.1,-17,97,-6,-0.4,1.1,-51,4.8*,8
CCS(=O)(=O)N1CCC(C(=O)Nc2cc(Cl)ccc2O)CC1,0.5,6,85,-5,-0.4,1,1,1.1,16
Cc1cccn2c(=O)c3cc(C(=O)N4CCN(c5ccccc5)CC4)n(C)c3nc12,1.9,-8,89,-19,-1.2,1.1,-5,5*,-1
CCn1cc(C(=O)Nc2nncs2)c(=O)c2cc(F)c(N3CCN(C(=O)c4ccco4)CC3)cc21,-0.3,-4,75,10,-0.8,1,-16,2.4*,0
CCCN(CCC)C(=O)c1ccc2c(c1)N(Cc1ccccc1)C(=O)CS2=O (configuration not stated),1.2,2,100,-10,0.4,1,-4,1,0
FC(F)Oc1cccc2cccnc12,-0.1,-4,75,-6,0.3,1,-2,1,-8
CCOC(=O)C1CCCN(c2c(Nc3cccc(C)c3)c(=O)c2=O)C1 (configuration not stated),0.5,5,102,14,0.5,1.1,3,1,-3
CCN1CCN(c2cc(C)c3cc(NC(=O)c4cnccn4)ccc3n2)CC1,1.3,5,78,-21,0.1,1.2,5,1,-1
O=C(Oc1ccccc1C(=O)N1CCOCC1)c1ccccc1,0.3,-18,105,7,-0.4,1.1,0,1.1,2
CCn1c(C(=O)N2CCCC(C(=O)NCCc3ccc(C)cc3)C2)cc2sccc21 (configuration not stated),0.8,8,74,23,-1.4,0.98,3,1,-2
CCCOc1cccc(C2/C(=C(/O)c3ccncc3)C(=O)C(=O)N2CCCN(C)C)c1 (configuration not stated),-0.2,-4,87,-2,0.6,1,-4,0.83,-4
C/C(=N\n1nnnc1Nc1ccccc1)c1ccc(N)cc1,0.3,-2,86,8,-0.3,1.1,3,1,-6
Cc1ccc(NC(=O)c2ccc(F)c(S(=O)(=O)N3CCOCC3)c2)cc1F,-0.2,4,96,24,-0.2,1,-2,1.1,-2
CCc1nnc(NC(=O)c2cnccn2)s1,-1.5,1,68,x,-0.2,1.1,9,1.1,2
Cc1ccccc1-c1nc(CN2CCCC(C(=O)NCc3cccnc3)C2)c(C)o1 (configuration not stated),2.4,-1,113,-15,-0.3,0.99,3,1.1,-6
CCCCN(C(=O)NC(=O)Nc1nc2ccc(OC)cc2s1)S(C)(=O)=O,-0.2,0,111,x,x,1,7,1.1,3
CCc1ccc2c(c1)C(NC(C)=O)C(=O)N2CC (configuration not stated),-1.1,12,94,-5,-0.8,1.1,-3,1.1,10
CCOc1cc(C(=O)N(C)c2ccccc2)cc(OCC)c1OCC,-0.2,1,94,-12,-1.1,1.1,4,1,-7
Cc1coc2c(O)cc3c(c12)OC1(N2CCCCC2)C(=O)NCCCC31 (configuration not stated),-0.1,x,27,-6,-1.3,1,1,1.1,-2
O=C(CCn1cccc1)Nc1ccccc1F,-0.9,-12,119,-3,-0.9,0.99,2,1.1,-3
O=C(Nc1ccc(Cl)cc1)N1CCC(c2nc(-c3cccs3)no2)CC1,-1.4,7,97,35,-1.6,1,2,1.1,16
O=C1c2ccccc2C(=O)N1Cc1nc(-c2ccccn2)no1,0.8,-2,97,x,-0.3,1,2,1.1,2
CN(C)c1nc(SCCOC(=O)c2ccccc2)nc(N(C)C)n1,0.2,8,84,1,-1.6,1,8,1,-9
Cc1cc(C)cc(N(CCC#N)C(=O)CSc2nc3nc(C)cc(C)n3n2)c1,-0.3,6,75,-14,-1.5,0.99,0,1.1,16
COc1ccc(NC(=O)c2cc(C(C)C)on2)cc1OC,-0.5,9,94,16,-0.3,0.99,0,1,3
O=C(NCC1CCCO1)C1c2ccccc2C(=O)N1C1CCCCCCC1 (configuration not stated),2.4,9,93,19,-0.2,1,0,1.1,1
CC1(C(=O)N(c2ccccc2)C(C(=O)NC2CCCC2)c2ccccn2)CC(=O)N=C2C=CC=CN21 (configuration not stated),0.3,3,86,-20,-0.1,1.1,-120[fluorescence artefact?],4.7*,-1
O=C(COC(=O)c1ccccc1NC(=O)c1ccco1)NCCC1=CCCCC1,4.3,15,53,18,0.3,1.1,-4,2*,16

# The listing continues:
SMILES,HTR1E agonist,5-HT1A blocker,Her2 expr inh,S1P1 ag-PAM,S1P3 agonist,A340 absorber,MMP13 inh,Autofluor 339,5HT1E antag
CSc1nsc(SCC(=O)Nc2ccccn2)n1,-0.2,-8,97,-17,-0.9,1,-6,0.99,1
CCCn1nnc(NC(=O)C(C)Oc2ccc(Cl)cc2Cl)n1 (configuration not stated),0.1,-1,61,x,-0.1,1.1,0,1.1,4
CCOC(=O)c1c(NC(=O)CSc2nnc(CN3CCOCC3)n2C)sc2c1CCCC2,1.5,-4,118,-33,-0.1,1.1,2,1,2
O=C(Cn1nnc(-c2ccccc2F)n1)Nc1cccc2ncccc12,0.7,9,106,x,x,1,6,0.97,-2
O=C1c2ccccc2C(=O)N1CSc1ncccn1,0.1,3,69,x,-0.7,1.1,3,1.1,0
O=C(NCC(F)(F)F)N1CCOCC1,0.2,x,135,-10,-3.6,1,-1,1,-23
C=C(c1ccc(OCCO)cc1)c1ccc(OCCO)cc1,0.2,x,105,3,-0.2,1,2,1.1,-4
COc1ccc(-n2c(N)c(Br)c(=O)[nH]c2=O)cc1,-0.3,-6,96,3,-0.4,1,3,1.1,-5
O=C(Nc1ccccn1)N1CCOCC1,-0.2,-7,101,3,-1.7,0.98,-2,1,5
Cc1cc(-c2nnc(SCc3ccccn3)o2)no1,-0.8,-2,149,3,0.5,0.98,0,1.1,-5
CCN(C(=O)c1cn(C)c(=O)c2cc(OC)c(OC)cc12)c1cc(OC)ccc1OC,0.0,-12,86,-38,1.2,0.99,0,1,4
COC(=O)CSc1nc(N2CCOCC2)c2c(c1C#N)CC(C)(C)N(C)C2,0.4,-4,79,x,0.5,1.1,-13,2.1*,4
